# TRPV1 ag: human TRPV1 agonism. TRPV1-expressing cells, Fluo-8 calcium influx, agonist mode. activation, % at 8.33 µM. actives 0.19% (n = 320,000). AID 540275; in the data active = activation above about 80%; inconclusive = between about 30% and that limit; also: 0% is about no effect
#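 Cells expressing TRPV1 were dye-loaded with Fluo-8 and read kinetically: 10 s baseline, 3 min after compound (agonist portion), then 2 min after EC20 capsaicin (allosteric enhancer portion). Calcium-bound dye fluorescence at 480/520 nm.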
# GALK inhibitor: galactokinase (human) inhibition; P51570; Purified GALK, Kinase-Glo residual ATP luminescence; Potency, µM (top dose mostly 57.5 µM), for inactives: at the top dose activity change, negative = inhibition, most hits filed as inhibitors; actives 0.007% (n = 270,000); also: potency is read from the fitted curve at half-maximal effect; % is scaled to controls: 0 for no effect and ±100 for the full control effect
# Target sequence (P51570 whole entry, looked up): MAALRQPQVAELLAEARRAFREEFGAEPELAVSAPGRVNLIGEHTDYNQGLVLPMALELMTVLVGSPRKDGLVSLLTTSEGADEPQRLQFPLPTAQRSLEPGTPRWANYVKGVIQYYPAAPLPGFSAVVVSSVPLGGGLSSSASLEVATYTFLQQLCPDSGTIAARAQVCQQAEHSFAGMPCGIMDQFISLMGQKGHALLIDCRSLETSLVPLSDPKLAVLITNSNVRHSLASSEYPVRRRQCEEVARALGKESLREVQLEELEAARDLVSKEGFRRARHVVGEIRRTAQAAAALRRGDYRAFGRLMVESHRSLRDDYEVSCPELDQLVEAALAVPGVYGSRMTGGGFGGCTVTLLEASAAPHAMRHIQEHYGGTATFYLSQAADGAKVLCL
#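 Luminescence from leftover ATP (Ultra-Glo luciferase/luciferin) served as read-out after a 1 h room-temperature reaction of 5 nM GALK with 35 uM ATP and 100 uM galactose.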
# USP2a block: USP2a (human) protease inhibition. actives 0.01% (n = 330,000). USP2 core, Ub-CHOP2 coupled fluorogenic reporter, 485/531. O75604. Potency, µM (doses to about 38.3 µM), without a hit: top-dose activity change, negative = inhibition, hits mostly inhibitors;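 also: potency is read from the fitted curve at half-maximal effect; plate controls were DMSO wells for no effect and full inhibition by NEM control for full effect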
#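 Cell-free coupled assay: 10nM USP2 core preincubated 30min RT with compound in Tris-HCl pH 8.0/CaCl2/CHAPS buffer, then 25nM Ub-CHOP2 and 25nM reporter substrate; fluorescence (Ex 485/Em 531) read after 60min RT, normalized to NEM inhibition, concentration-response curves fitted.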
# FBPA coupling cs: counter-screen for Giardia aldolase inhibitors: coupling enzyme system | coupling enzyme system counterscreen, AmpLite Red fluorescence | activity change, negative = inhibition, % at 58.2 µM, hits read low | actives 0.67% (n = 290,000); in the data active = activity change below about -30%; also: % is scaled to controls: 0 for no effect and ±100 for the full control effect
#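 First, compound is pin-transferred into glyceraldehyde-3-phosphate coupling-enzyme reagent at 57.5 uM final and held 10 min at RT. Next, substrate, coupling system and AmpLite Red are added. After 20 min RT, fluorescence (525/598 nm) is read.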
# Menin-MLL TR inh: displaces Texas Red mutant MLL peptide from human menin; O00255; Menin + Texas Red MLL mutant peptide, fluorescence polarization; Potency, µM (highest dose often 61.6 µM), without a hit: at the top dose FP activity change, negative = inhibition, most hits filed as inhibitors; actives 0.23% (n = 270,000); AID 1768; active = well fitted inhibition curve with a large enough effect in the polarisation, with a control signal flat, not every such curve was filed as active; inconclusive = small, poorly fitted or top-dose-only effect, or effect the other way, or a change in a side signal; inactive = no such curve, though single readings can be large or run the other way; the % refers to the polarisation; also: potency is read from the fitted curve at half-maximal effect; % of control where 0% means no effect; many of its hits are not listed in these tables
# Target sequence (O00255 whole entry, looked up): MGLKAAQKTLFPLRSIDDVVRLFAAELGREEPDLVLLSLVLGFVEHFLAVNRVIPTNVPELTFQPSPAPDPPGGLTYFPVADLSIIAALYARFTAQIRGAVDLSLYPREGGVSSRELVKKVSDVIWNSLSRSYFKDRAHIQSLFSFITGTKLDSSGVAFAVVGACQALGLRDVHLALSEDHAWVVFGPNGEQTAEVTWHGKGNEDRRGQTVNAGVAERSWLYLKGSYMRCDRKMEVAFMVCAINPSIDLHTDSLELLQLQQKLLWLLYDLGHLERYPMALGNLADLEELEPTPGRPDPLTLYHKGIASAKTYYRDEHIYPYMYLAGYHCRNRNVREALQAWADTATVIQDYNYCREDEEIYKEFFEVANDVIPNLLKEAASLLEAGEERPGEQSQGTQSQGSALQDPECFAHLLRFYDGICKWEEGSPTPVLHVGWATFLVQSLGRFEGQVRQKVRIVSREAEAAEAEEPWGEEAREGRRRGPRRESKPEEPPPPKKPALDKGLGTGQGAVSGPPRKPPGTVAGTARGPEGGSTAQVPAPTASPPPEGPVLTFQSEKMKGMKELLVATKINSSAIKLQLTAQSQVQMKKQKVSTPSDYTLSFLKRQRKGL
# KCNH2 3.1 inh: KCNH2 3.1 (human) potassium channel inhibition. activity change, % (tested at about 1.8 µM). AID 720553. U2OS KCNH2 3.1, thallium flux FluxOr; hits give low values. actives 0.95% (n = 340,000);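 active = maximum activity change below -70%; inconclusive = maximum activity change from -70% to -50%; inactive = maximum activity change above -50%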;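 also: thallium influx rate constant from kinetic fluorescence after stimulation buffer; % is scaled to controls: 0 for no effect and ±100 for the full control effect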
#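 Thallium flux via FluxOr fluorescence (Red40 quencher, 45 min loading) in U2OS cells virally expressing the KCNH2 3.1 isoform (1.77 x 10^8 /mL virus, overnight at 37 C). Rate constants from 2-min kinetic reads post-stimulation, normalised to positive and negative controls.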
# CXXC DNA block: MLL CXXC-DNA interaction inhibition; actives 0.037% (n = 290,000); Potency, µM (highest dose often 115 µM), for inactives: at the highest dose activity change, negative = inhibition, actives largely listed as inhibitors; Q03164; MLL-CXXC / FITC-HOXA9 DNA fluorescence polarization; active = well fitted inhibition curve with a large enough effect in the polarisation, with a control signal flat, not every such curve was filed as active; inconclusive = small, poorly fitted or top-dose-only effect, or effect the other way, or a change in a side signal; inactive = no such curve, though single readings can be large or run the other way; the % refers to the polarisation; also: potency is read from the fitted curve at half-maximal effect
#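 Steps: dispense CXXC domain solution (7 uM) → pin compounds or unlabeled HOX-A9 DNA control → 5 min ambient → add FLSN-HOX-A9 solution (50 nM) → spin → 30 min ambient → fluorescence polarization. Tris pH 7.5/NaCl/DTT/BSA buffer.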
# Giardia killer: kills Giardia lamblia; Giardia lamblia trophozoite viability; AID 540267; actives 0.15% (n = 340,000); activity change, % at 7.66 µM, hits read low; in the data active = activity change below about -80%; inconclusive = between about -30% and that limit;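 also: parasites exposed to compound for two days anaerobically before the ATP read; % is scaled to controls: 0 for no effect and ±100 for the full control effect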
#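 Killing of trophozoites was scored by loss of ATP luminescence after a 48 hrs anaerobic exposure to compounds at 37 deg C, using 100 cells per well.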
# KCNH2 WT inh: KCNH2 (human, wildtype) channel inhibition. activity change, % at 1.84 µM. Q12809. AID 720551. actives 0.37% (n = 340,000). U2OS, BacMam KCNH2, thallium flux FluxOr; hits give low values;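 active = maximum activity change below -70%; inconclusive = maximum activity change between -70% and -50%; inactive = maximum activity change above -50%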; also: % is scaled to controls: 0 for no effect and ±100 for the full control effect
#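 U2OS cells transduced with wild-type KCNH2 virus are loaded with FluxOr dye for 45 min, and thallium flux is measured in kinetic reads before and after stimulation buffer. Rate constants are normalized to DMSO controls.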
# PKM2 act: activators of human pyruvate kinase M2; P14618; purified PKM2, Kinase-Glo ATP luminescence, activation; response scale: 0% is enzyme alone, no compound; Potency, µM (series often up to 57.5 µM), for the others: at the highest dose activation, most hits filed as activators; actives 0.34% (n = 260,000); AID 1631; also: potency is read from the fitted curve at half-maximal effect; % is scaled to controls: 0 for no effect and ±100 for the full control effect; nearly all actives have a fitted effect of over 55% in size
#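 Purified hPK-M2 (>95% pure) converted ADP (0.1 mM final) to ATP with 0.5 mM PEP in 50 mM imidazole pH7.2, KCl, MgCl2, Tween 20, BSA; 1 h at room temperature. ATP detected by Kinase-Glo luminescence.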
# B2AR arrestin: recruits beta-arrestin to the human beta2-adrenergic receptor | P07550 | beta-arrestin recruitment to beta2AR, cell-based reporter | Potency, µM (series often up to 46.1 µM), without a hit: at the top dose activation, usual class: activators | actives 0.02% (n = 330,000) | AID 492947;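 also: potency is read from the fitted curve at half-maximal effect; 0% = DMSO controls and full agonism = EC100 isoproterenol or metaproterenol; nearly all actives have a fitted effect of over 65% in size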
# * = called active by the depositor; u = inconclusive; x = not tested or not shown; [ ] = dose if it differs, or a comment. Unless noted, calls follow the shape of the dose curve; as a rule, active = well fitted curve in the direction sought with a large enough effect; inconclusive = small, poorly fitted or top-dose-only effect, or another doubt; inactive = no such curve, though single readings can be large; an effect the other way counts as inactive or inconclusive. Some of the compounds tested. The share of hits here may be higher or lower than overall.
SMILES,TRPV1 ag,GALK inhibitor,USP2a block,FBPA coupling cs,Menin-MLL TR inh,KCNH2 3.1 inh,CXXC DNA block,Giardia killer,KCNH2 WT inh,PKM2 act,B2AR arrestin
O=C(Cc1ccc(F)cc1)N1CCC(N2CCC(C(=O)N3CCOCC3)CC2)CC1,-1,-2%,12%,1,-3%,-12,-17%,-16,22,1%,0.0%
Clc1ccc(-n2nnnc2-c2cnc(-c3ccncc3)nc2-c2cccs2)cc1,0,0%,-2%,-4,4%,-14,-1%,-9,8,-5%,0.2%
C=CC[C@H](CC(=O)NCCO)C(=O)N[C@@H](COC(=O)[C@@H](CC=C)CC(=O)OC(C)(C)C)Cc1c[nH]c2ccccc12,x,x,2%,x,x,4,x,5,-16,x,1.0%
O=S1(=O)N=C(N=Nc2c(O)[nH]c3ccccc23)c2ccccc21,0,-1%,5%,1,u,12,-9%,0,-2,-1%,-1.0%
Nc1ncnc2c1ncn2[C@@H]1O[C@H](CNC(=O)[C@H](N)Cc2cscn2)[C@@H](O)[C@H]1O,x,x,3%,x,x,13,x,8,3,x,-0.7%
CCOC(=O)Cc1csc(NC(=O)CSc2nnc(C)n2C)n1,0,-2%,-1%,4,19%,9,1%,10,4,6%,-0.1%
COC(=O)c1ccccc1NC(=O)Oc1ccc(F)cc1,x,-1%,1%,0,x,11,-1%,38[activator],21,3%,-0.4%
CCOC(=O)c1c(NC(=O)CN2CCOCC2)sc2c1CCCC2=O,2,6%,1%,5,-2%,-7,5%,6,-18,1%,-0.8%
CCCCNCc1nc2ccccc2c(=O)[nH]1,-4,-1%,2%,2,0%,1,-5%,6,-5,-14%,0.0%
Cc1c(NC(=O)NC(=O)c2ccc(F)cc2)c(=O)n(-c2ccccc2)n1C,-3,-1%,-1%,4,-1%,25,1%,4,1,2%,-1.2%
O=C1C(Cc2ccccc2)Nc2ncnc(N3CCN(c4ccccc4)CC3)c2N1Cc1ccc(Cl)cc1 (stereo not given),20,x,-5%,x,x,-14,x,-11,-17,x,-0.1%
N#CC1=C(N)OC2=C(C(=O)CCC2)C1c1ccsc1 (stereo not given),1,3%,-1%,-7,0%,12,-6%,76[activator],-2,-11%,-0.1%
O=C(COc1ccc(Cl)cc1Cl)NNC(=S)NCc1ccco1,-1,5%,-5%,0,4%,16,6%,-17,-3,1%,-0.5%
CC1CCN(CCCOc2ccc(Cl)cc2Br)CC1,3,-6%,-1%,2,u,-17,9%,13,-41,3%,0.1%
CCN=C1S/C(=C\c2ccc(Sc3ccc(Cl)cc3)o2)C(=O)N1CC,-4,-2%,1%,1,-2%,11,4%,-8,3,2%,-0.1%
c1coc(-c2ncc[nH]2)c1,-9,0%,-1%,-13,u,2,2%,-12,2,4%,-1.2%
CC(C)Oc1cccc(C(=O)C2CCCN(C(=O)c3ccccn3)C2)c1 (stereo not given),7,3%,1%,3,-6%,-8,28%,3,15,1%,-1.0%
CN1C(=O)c2cccc3c(S(=O)(=O)N4CCCC4C(=O)O)ccc1c23 (stereo not given),-1,16%,0%,1,4%,-15,-2%,14,1,-3%,0.3%
COCCCn1c(O)c(/C=C2\N=C(C#N)C(=Nc3ccc(C)cc3)O2)sc1=S,0,15%,11%,-1,x,10,19%,-8,8,-1%,-0.4%
CCc1cc(C(=O)Nc2ccccc2N2CCOCC2)sc1C,23,x,-1%,x,x,1,x,-14,-2,x,-0.4%
C/C(=N/NC(=O)c1nnn(-c2nonc2N)c1COc1ccccc1)c1ccc(O)cc1,-6,13%,-1%,1,-16%,-10,4%,9,10,-5%,0.5%
O=C(NCc1nc2ccccc2[nH]1)C1=C[C@H](c2ccccc2)C[C@H](OCc2ccc(CO)cc2)O1,2,2%,-9%,-2,27%,-36,-2%,-2,9,-1%,-0.4%
COc1cc(C2CC(=O)n3c(nc4ccccc43)S2)cc(OC)c1OC (stereo not given),-3,0%,3%,-2,-10%,x,-1%,x,x,6%,-0.6%
CN1C(C(=O)NCc2cccc(Br)c2)CC2Cn3c(nc4ccccc43)C21 (stereo not given),2,-3%,3%,1,x,11,-13%,-25,-1,-1%,-0.1%
CCCN1CCN(C(=O)Cn2cnc3ccc(S(=O)(=O)N4CCC(C)CC4)cc3c2=O)CC1,1,-1%,2%,0,10%,-85*,-3%,-12,-2,-1%,0.0%

# Next section.
SMILES,TRPV1 ag,GALK inhibitor,USP2a block,FBPA coupling cs,Menin-MLL TR inh,KCNH2 3.1 inh,CXXC DNA block,Giardia killer,KCNH2 WT inh,PKM2 act,B2AR arrestin
CCOC(=O)c1c(C)[nH]c(C(=O)NCCN2CCOCC2)c1C,2,-1%,-1%,0,-10%,8,6%,-30,-23,-2%,0.2%
CCN(CCn1cccn1)C(=O)CC1C(=O)NCCN1Cc1ccc(F)cc1 (stereo not given),4,0%,-1%,0,-28%,20,0%,27,2,12%,-0.1%
COC(=O)[C@H](C)NC(=O)Nc1ccccc1F,-1,-1%,-1%,-2,u,-7,15%,5,-11,-1%,0.1%
O=C(NC1CCCC1)C1CCN(c2cnccn2)CC1,1,1%,-4%,15,-16%,0,3%,2,6,-3%,0.0%
N#Cc1cc([N+](=O)[O-])ccc1NC(=O)COC(=O)CN1C(=O)C2CCCCC2C1=O (stereo not given),x,x,2%,x,x,-18,x,23,12,x,-0.2%
CCC1(c2ccc(OC)cc2)NC(=O)N(CC(=O)c2ccc3c(c2)OCCO3)C1=O (stereo not given),5,x,1%,x,x,-11,x,-19,-6,x,0.2%
COc1ccccc1Nc1nc(N)nc(CN2CCCCCC2)n1,-3,0%,-4%,0,-16%,-19,5%,-11,-3,-2%,0.3%
Cc1cc(O)c(C=Nc2cccc(Cl)c2)c(=O)o1,3,1%,6%,1,u,-6,29%,-20,11,4%,0.2%
COc1ccc(C)cc1Nc1n[n+](C)c(-c2ccc(C(=O)O)cc2)s1,-3,1%,-2%,3,x,x,-8%,x,x,4%,-0.2%
Cc1ccc(OCc2n[nH]c(=S)n2N)cc1C,12,-1%,-4%,1,0%,1,8%,2,0,-20%,0.1%
COC(=O)c1ccccc1NC(=O)COC(=O)CSc1nnc(N)s1,1,4%,1%,4,-3%,2,-2%,13,0,5%,0.0%
COCCCN1C2=C(C(=O)CC(C)(C)C2)C(c2ccc(OC)c(OC)c2)C2=C1CC(C)(C)CC2=O,9,-2%,4%,-3,-15%,7,3%,3,8,3%,-0.2%
Cc1cc(N=Nc2ccc(Cl)cc2)cc(CN2CCOCC2)c1O,5,x,2%,0,x,-6,16%,16,8,-1%,-0.5%
CCC(C)(C)NC(=O)CN(C(=O)CNS(=O)(=O)c1ccccc1)c1ccc2c(c1)OCCO2,2,-3%,1%,2,-21%,3,u,-13,-3,x,-0.2%
Cc1cc(C)nc(NC(=O)c2ccc(Br)s2)n1,24,-6%,0%,3,11%,6,7%,-2,3,-1%,0.1%
Cc1ccc(F)c(N=Cc2c(O)c3ccccc3oc2=O)c1,4,5%,-1%,1,-4%,3,6%,29,5,2%,0.3%
COC(=O)c1ccc(C(=O)OC)c(NC(=O)C2CCCO2)c1 (stereo not given),4,-1%,1%,-5,-3%,3,-4%,11,-5,-1%,-0.2%
Cc1ccc(N2CCN(CC(O)COc3cccc4ccccc34)CC2)cc1 (stereo not given),1,-2%,0%,-2,u,-31,6%,-1,-10,-12%,-0.8%
O=C(c1ccccc1)c1cc(-c2ccccc2)on1,20,5%,-3%,-1,36%[activator],-6,5%,-10,0,-52%,-0.3%
CC(C)c1ccccc1OCCNC(=O)c1cncc(Br)c1,u,0%,10%,-2,13%,3,-2%,-4,-8,3%,-0.1%
COc1cc(Cl)ccc1NC(=O)COc1ccccc1C(=O)NN,5,-4%,0%,-2,16%,9,6%,9,28,0%,0.3%
COc1ccc(OC)c(/C=C/C(=O)OCC(=O)N2CCCC2)c1,1,x,-2%,x,x,8,x,u,-5,x,-0.8%
CCCCCC(C)NC(=O)c1cc(S(=O)(=O)N2CCCCC2)ccc1N1CCOCC1 (stereo not given),u,x,0%,x,x,-4,x,10,-8,x,0.3%
Brc1ccc(-c2nc3ncccn3c2Nc2ccc3c(c2)OCCO3)o1,12,0%,-6%,-2,-5%,1,-1%,11,1,1%,-1.0%
O=C(CN1C(=O)NC2(CCCC2)C1=O)OCCOc1ccccc1,-1,6%,1%,1,u,12,7%,u,-2,-13%,0.3%

# Screening results deposited in PubChem BioAssay by National Center for Advancing Translational Sciences (NCATS).
